Yfh1-off respiration: mitochondrial function rescue without frataxin homolog – Friedreich's ataxia, plus single-dose screen, dose response (AID 1465); S. cerevisiae Yfh1-off respiration, WST-1 reduction, 72 h; higher fold induction means a stronger effect; one-dose fold induction at 50 µM; EC50 in µM for titrated hits; 220,000 compounds, 0.074% hits;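 active = fold induction of absorbance versus untreated yeast above a set limit, then at least 30% activation at any dose in follow-up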;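 note: activators that raise dye reduction in frataxin-depleted yeast; strong numbers were not always called active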
Dynein transport: blocks dynein driven cargo transport along microtubules; z-score, hits read low; 220,000 compounds, 0.47% hits; 3617.4 mouse cells, GR-EGFP nuclear translocation imaging; test concentration mostly 20 µM; stimulated with dexamethasone, 1 µM; active compounds read low; AID 1381;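 active = plate z-score of nuclear minus cytoplasmic receptor signal below a set negative limit, without overly bright fluorescence or cell loss, cut at about -3.5 in these data, passing the limit was not always enough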;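 note: z-score of nuclear minus cytoplasmic ring GR-EGFP intensity difference per well; some compounds called inactive have numbers as strong as hits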
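Buffer or medium: tet-free medium with charcoal-stripped serum / Also added: dexamethasone agonist, 1.0 µM final, for 30 min / Timing: induction 48 h, compound 1 h, agonist 30 min / Measured by: high-content fluorescence imaging after fixation / Read-out: nuclear-to-cytoplasmic GR-EGFP distribution per well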
MT stabilize HCS: microtubule stabilizers in HeLa cells; % tubulin-high responders, % at 10 µM; 200,000 compounds, 0.83% hits; HeLa tubulin immunostaining HCS, 24 h; share of cells brighter than vehicle mean+2SD; AID 2205;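 active = plate Z-score above 3 for both tubulin-high and condensed-nucleus cell shares, with cell loss under 80%, at 10 µM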;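 note: anti alpha tubulin signal scored within the nucleus-defined area of each cell; some results filed as inactive read as strong as hits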
b-catenin transl: alters nuclear translocation of beta-catenin in HeLa cells; immunofluorescence imaging; nuclear translocation activity, % at 5 µM; AID 1665; 190,000 compounds, 0.3% hits;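 active = nuclear translocation activity above 50% at 5 µM, with a well cell count of 50 or more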;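 note: per-cell ratio of nuclear to cytoplasmic median beta-catenin stain intensity; plate controls were DMSO negative control for no effect and GSK-3 inhibitor IX positive control for full effect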
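Read-out: Nuclear/cytoplasmic beta-catenin signal ratio, % activation | Assay system: Human HeLa cell line | Times: 24 h compound exposure at 37°C, 5% CO2 | Signal: Fluorescence imaging of beta-catenin antibody stain plus DAPI | Dosing: 5 µM primary, 0.02–20 µM confirmation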
NOD1 NF-kB reporter: NOD1 signaling inhibitors, primary screen, cell-based, luminescence, uHTS (AID 1578); NOD1-driven NF-kB luciferase reporter cells, luminescence; higher % means a stronger effect; inhibition, % at 4 µM, or EC50 in µM where a hit was titrated; 290,000 compounds, 1% hits; in the data active = inhibition mostly above about 36%, no sharp cut-off; inactive = mostly below about 34%;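 note: HEK-293T reporter cells stimulated with the NOD1 agonist gamma-tri-DAP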
HEK293 NOD2/NF-kB: NOD2 signaling inhibitors, cell-based, luminescence, uHTS, HEK293 (AID 1566). 290,000 compounds, 0.63% hits. HEK293 NOD2/NF-kB luciferase reporter, luminescence; higher % means a stronger effect. inhibition, % at 4 µM, or EC50 in µM where a hit was titrated; in the data active = inhibition above about 50%; note: many of its hits are not listed in these tables
P. falciparum M17LAP: P. falciparum M17LAP inhibitors, primary screen, biochemical, fluorogenic H-Leu-NHMec substrate, 1536-well (AID 1619); recombinant M17LAP, H-Leu-NHMec fluorogenic kinetic assay; higher % means a stronger effect; inhibition, % at 30 µM, or IC50 in µM where a hit was titrated; 220,000 compounds, 0.38% hits;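 active = compound inhibiting the enzyme by more than half at any dose during confirmatory dose-response retesting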;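 note: plate controls were full reaction with DMSO carrier for no effect and no enzyme background for full effect; strong numbers were not always called active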
Ins promoter up: MIN6 insulin promoter up-regulation. MIN6 insulin promoter-GFP reporter, high-content imaging; active compounds read high. z-score at 5 µM. 190,000 compounds, 0.3% hits;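 active = z-score above 3 at 5 µM with at least 500 cells counted in the well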
Autophagy HCS: alters autophagy in cells | 190,000 compounds, 0.98% hits | MEF GFP-LC3 puncta imaging; test concentration mostly 10 µM | calls only at 10 µM (by protocol);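 active = percentage of spot-positive cells more than 3 SD above its plate mean, without a fluorescence outlier flag or 80% toxicity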;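 note: spot-positive cell cutoff set from DMSO-treated cells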
Dynein transport cytoplasmic EGFP: second read-out of Dynein transport, no call of its own (marks repeat the call); z-score; measured here: cytoplasmic GR-EGFP intensity; active compounds read high
Dynein transport nuclear GR-EGFP: recorded beside Dynein transport, whose call it bears; z-score; measured here: nuclear GR-EGFP intensity;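 lower value marks the stronger effect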
Dynein transport cell count: further read-out of Dynein transport, marked with its call; z-score; measured here: cell count per field
Ins promoter up cell count: second read-out of Ins promoter up, no call of its own (marks repeat the call); cell count; measured here: cytotoxicity, nuclei count;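 total cells summed across four imaged fields per well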
b-catenin transl cell count 5 µM: also measured in b-catenin transl; calls as there; cell count; measured here: cell count, cytotoxicity flag
MT stabilize HCS Hoechst-high %: recorded beside MT stabilize HCS, whose call it bears; % Hoechst-high responders; measured here: nuclear condensation Hoechst responders;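 share of cells brighter than vehicle mean plus two SD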
MT stabilize HCS cytotoxicity %: further read-out of MT stabilize HCS, marked with its call; toxicity, %; measured here: cytotoxicity by cell density;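 0% = mean cell density of plate MIN control wells and 100% = no cells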
Autophagy HCS cell loss 18 h: recorded beside Autophagy HCS, whose call it bears; toxicity, %; measured here: cell loss, nuclei count;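 cell loss after 18 h compound exposure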
* = called active by the depositor. The list is partial. The share of hits here may be higher or lower than overall.

O=C(COC(=O)c1ccccc1Nc1ccccc1F)c1ccccc1 was read as Yfh1-off respiration inactive, Dynein transport -0.021, b-catenin transl -1.2, NOD1 NF-kB reporter 8%, HEK293 NOD2/NF-kB 17%, P. falciparum M17LAP 7%, Ins promoter up -0.23, Dynein transport cytoplasmic EGFP -0.2, Dynein transport nuclear GR-EGFP 0.37, Dynein transport cell count 0.18, Ins promoter up cell count 1084 and b-catenin transl cell count 5 µM 1311.
COc1ccccc1C1CC(c2ccc(Cl)cc2)Nc2nc(N)nn21 (stereo not given) was read as Yfh1-off respiration inactive, Dynein transport 2.2, MT stabilize HCS 3.3, b-catenin transl 0.6, NOD1 NF-kB reporter -2%, HEK293 NOD2/NF-kB -1%, P. falciparum M17LAP -7%, Ins promoter up -0.8, Autophagy HCS inactive, Dynein transport cytoplasmic EGFP -0.012, Dynein transport nuclear GR-EGFP 2, Dynein transport cell count -2, Ins promoter up cell count 1379, b-catenin transl cell count 5 µM 1108, MT stabilize HCS Hoechst-high % 2.0, MT stabilize HCS cytotoxicity % 11 and Autophagy HCS cell loss 18 h 65.
For CCCN(CCO)Cc1cccc(Cl)c1 the results were Yfh1-off respiration inactive, Dynein transport 2.3, MT stabilize HCS 4.4, b-catenin transl 0.1, NOD1 NF-kB reporter 1%, HEK293 NOD2/NF-kB -1%, P. falciparum M17LAP 2%, Ins promoter up -0.05, Autophagy HCS inactive, Dynein transport cytoplasmic EGFP -0.2, Dynein transport nuclear GR-EGFP 1.3, Dynein transport cell count -0.73, Ins promoter up cell count 1165, b-catenin transl cell count 5 µM 1121, MT stabilize HCS Hoechst-high % 2.2, MT stabilize HCS cytotoxicity % 21 and Autophagy HCS cell loss 18 h 2.
Screening COc1ccc(/C=C(/C(=O)Nc2ccccc2C(=O)NC(C)C)c2ccccc2)cc1 returned Yfh1-off respiration inactive, Dynein transport 0.09, MT stabilize HCS 1.3, b-catenin transl -0.9, NOD1 NF-kB reporter 39%, HEK293 NOD2/NF-kB 24%, P. falciparum M17LAP -2%, Ins promoter up -0.64, Autophagy HCS inactive, Dynein transport cytoplasmic EGFP -0.21, Dynein transport nuclear GR-EGFP -0.1, Dynein transport cell count 0.33, Ins promoter up cell count 1554, b-catenin transl cell count 5 µM 1326, MT stabilize HCS Hoechst-high % 0.9, MT stabilize HCS cytotoxicity % 2.0 and Autophagy HCS cell loss 18 h 0.
For CC(=O)Nc1nc(C(=O)Nc2c(C)n[nH]c2C)cs1 the results were Yfh1-off respiration inactive, Dynein transport -0.26, MT stabilize HCS 4.6, b-catenin transl -1.8, NOD1 NF-kB reporter 2%, HEK293 NOD2/NF-kB -11%, P. falciparum M17LAP -4%, Ins promoter up 2.1, Autophagy HCS inactive, Dynein transport cytoplasmic EGFP -0.22, Dynein transport nuclear GR-EGFP 0.072, Dynein transport cell count -0.33, Ins promoter up cell count 1124, b-catenin transl cell count 5 µM 1090, MT stabilize HCS Hoechst-high % 2.9, MT stabilize HCS cytotoxicity % 8.5 and Autophagy HCS cell loss 18 h 0.
C/C(=N\NC(=O)Cn1ccc(C(F)(F)F)n1)c1ccco1 was read as Yfh1-off respiration inactive, Dynein transport 0.23, MT stabilize HCS 3.6, b-catenin transl -0.1, NOD1 NF-kB reporter -41%, HEK293 NOD2/NF-kB -6%, P. falciparum M17LAP 15%, Ins promoter up -0.17, Autophagy HCS inactive, Dynein transport cytoplasmic EGFP -0.14, Dynein transport nuclear GR-EGFP 0.058, Dynein transport cell count -0.4, Ins promoter up cell count 1404, b-catenin transl cell count 5 µM 1147, MT stabilize HCS Hoechst-high % 3.9, MT stabilize HCS cytotoxicity % 6.7 and Autophagy HCS cell loss 18 h -4.
`Cc1cccc(-n2c(=O)c3c4c(sc3n3c(=S)[nH]nc23)CCC4)c1` gave Yfh1-off respiration inactive, Dynein transport 0.95, MT stabilize HCS 2.6, b-catenin transl -0.5, NOD1 NF-kB reporter -34%, HEK293 NOD2/NF-kB 9%, P. falciparum M17LAP 18%, Ins promoter up -0.2, Autophagy HCS active, Dynein transport cytoplasmic EGFP -0.12, Dynein transport nuclear GR-EGFP 0.75, Dynein transport cell count -0.96, Ins promoter up cell count 1228, b-catenin transl cell count 5 µM 1219, MT stabilize HCS Hoechst-high % 1.1, MT stabilize HCS cytotoxicity % 3.8 and Autophagy HCS cell loss 18 h 33*.
`O=C(NN1CCOCC1)C12CC3CC(CC(C3)C1)C2` gave Yfh1-off respiration inactive, Dynein transport -0.66, MT stabilize HCS 2.3, b-catenin transl -1.7, NOD1 NF-kB reporter -20%, HEK293 NOD2/NF-kB -4%, P. falciparum M17LAP -15%, Ins promoter up 0.14, Autophagy HCS inactive, Dynein transport cytoplasmic EGFP -0.32, Dynein transport nuclear GR-EGFP -0.5, Dynein transport cell count 0.92, Ins promoter up cell count 1368, b-catenin transl cell count 5 µM 1153, MT stabilize HCS Hoechst-high % 2.6, MT stabilize HCS cytotoxicity % 7.8 and Autophagy HCS cell loss 18 h -21.
O=C(c1ccc(CNS(=O)(=O)c2ccccc2)cc1)N1CCN(Cc2ccccc2)CC1 was read as Yfh1-off respiration inactive, Dynein transport -0.55, MT stabilize HCS 1.6, b-catenin transl -2.3, NOD1 NF-kB reporter 15%, HEK293 NOD2/NF-kB 12%, P. falciparum M17LAP -1%, Ins promoter up -0.14, Autophagy HCS inactive, Dynein transport cytoplasmic EGFP -0.12, Dynein transport nuclear GR-EGFP -0.27, Dynein transport cell count 0.8, Ins promoter up cell count 893, b-catenin transl cell count 5 µM 1135, MT stabilize HCS Hoechst-high % 1.7, MT stabilize HCS cytotoxicity % 7.7 and Autophagy HCS cell loss 18 h -13.
Screening Cc1nn(-c2ccccc2)c(C)c1NC(=O)COc1ccc(C#N)cc1 returned Yfh1-off respiration inactive, Dynein transport -0.17, MT stabilize HCS 4.4, b-catenin transl 3.9, NOD1 NF-kB reporter -21%, HEK293 NOD2/NF-kB 7%, P. falciparum M17LAP 3%, Ins promoter up -0.23, Autophagy HCS inactive, Dynein transport cytoplasmic EGFP -0.3, Dynein transport nuclear GR-EGFP -0.087, Dynein transport cell count 0.76, Ins promoter up cell count 1307, b-catenin transl cell count 5 µM 569, MT stabilize HCS Hoechst-high % 2.5, MT stabilize HCS cytotoxicity % 7.2 and Autophagy HCS cell loss 18 h 6.
For Cc1occc1-c1nnc(SCC(=O)N2CC(=O)Nc3ccccc32)n1CC(C)C the results were Yfh1-off respiration inactive, Dynein transport -0.56, MT stabilize HCS 1.3, b-catenin transl -2.3, NOD1 NF-kB reporter -6%, HEK293 NOD2/NF-kB 10%, P. falciparum M17LAP 8%, Ins promoter up -0.25, Autophagy HCS inactive, Dynein transport cytoplasmic EGFP -0.036, Dynein transport nuclear GR-EGFP -0.24, Dynein transport cell count 0.49, Ins promoter up cell count 1360, b-catenin transl cell count 5 µM 1236, MT stabilize HCS Hoechst-high % 1.6, MT stabilize HCS cytotoxicity % 4.3 and Autophagy HCS cell loss 18 h -2.
For COC(=O)C1=C(SC)N(c2ccc(OC)cc2)C(c2ccccc2)CC1=O (stereo not given) the results were Yfh1-off respiration inactive, Dynein transport 0.32, MT stabilize HCS 5.4, NOD1 NF-kB reporter -14%, HEK293 NOD2/NF-kB 10%, P. falciparum M17LAP 30%, Ins promoter up -0.15, Autophagy HCS inactive, Dynein transport cytoplasmic EGFP -0.23, Dynein transport nuclear GR-EGFP 0.25, Dynein transport cell count -0.89, Ins promoter up cell count 1344, MT stabilize HCS Hoechst-high % 2.9, MT stabilize HCS cytotoxicity % 1.2 and Autophagy HCS cell loss 18 h 10.
`Nn1cnnc1SCC(=O)Nc1ccc2c(c1)OCCO2` gave Yfh1-off respiration inactive, Dynein transport -1.4, MT stabilize HCS 1.3, b-catenin transl 0.1, NOD1 NF-kB reporter -29%, HEK293 NOD2/NF-kB 4%, P. falciparum M17LAP 13%, Ins promoter up -1, Autophagy HCS inactive, Dynein transport cytoplasmic EGFP -0.29, Dynein transport nuclear GR-EGFP -0.51, Dynein transport cell count 0.52, Ins promoter up cell count 1276, b-catenin transl cell count 5 µM 1134, MT stabilize HCS Hoechst-high % 2.1, MT stabilize HCS cytotoxicity % 6.3 and Autophagy HCS cell loss 18 h 3.
`CC(C)CNC(=S)Nc1ccc(F)cc1` gave Yfh1-off respiration inactive, Dynein transport 1.1, MT stabilize HCS 1.6, b-catenin transl -4.4, NOD1 NF-kB reporter 3%, HEK293 NOD2/NF-kB 19%, P. falciparum M17LAP -7%, Ins promoter up -0.95, Autophagy HCS inactive, Dynein transport cytoplasmic EGFP -0.13, Dynein transport nuclear GR-EGFP 0.67, Dynein transport cell count -1, Ins promoter up cell count 1190, b-catenin transl cell count 5 µM 546, MT stabilize HCS Hoechst-high % 3.1, MT stabilize HCS cytotoxicity % 14 and Autophagy HCS cell loss 18 h -12.
For COC(=O)C1SCC2C(=O)N(Cc3ccc(Cl)c(Cl)c3)CC(=O)N21 (stereo not given) the results were Yfh1-off respiration inactive, Dynein transport 1.1, MT stabilize HCS 5.0, b-catenin transl -1.7, NOD1 NF-kB reporter 7%, HEK293 NOD2/NF-kB -5%, P. falciparum M17LAP -4%, Ins promoter up 1.8, Autophagy HCS inactive, Dynein transport cytoplasmic EGFP -0.28, Dynein transport nuclear GR-EGFP 0.81, Dynein transport cell count 0.19, Ins promoter up cell count 977, b-catenin transl cell count 5 µM 1046, MT stabilize HCS Hoechst-high % 2.1, MT stabilize HCS cytotoxicity % 3.9 and Autophagy HCS cell loss 18 h 4.

Bioassay records as filed in PubChem BioAssay.
